Xi reactivation: activators of inactive X chromosome reactivation, primary screen, imaging, XiGFP fibroblasts, GFP high-content imaging, set 2; activation, % at 7.58 µM; hit rate 0.055% among 360,000; XiGFP mouse fibroblasts, % GFP-positive cells imaging, 3 d; cells co-treated with 5-aza-dC sensitizer; scaled so ellipticine positive control = 100%;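 active = mean normalized replicate activation at least 10% and every replicate at or above 10%; inconclusive = only one of the two criteria met; inactive = mean below 10% and not all replicates reach 10%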;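 note: 0% = median of on-plate neutral control wells and 100% = ellipticine 6 µM median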
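System: 68-5-11 XiGFP fibroblast line; Timing: 3 days compound exposure; Compound dosing: one concentration, pinned; Benchmarks: positive control ellipticine, 6 µM final; Buffer or medium: DMEM containing 5-aza-dC.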
ERp5 block: inhibitors of ERp5-driven insulin aggregation, primary screen, biochemical, turbidity, absorbance 650 nm, single point; hit rate 0.05% among 350,000; inhibition, % at 9.99 µM; 90 min; AID 651711, 2012;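 active = mean replicate inhibition above about 25%, with every replicate also reaching it, limit read from the data, passing the limit was not always enough; inconclusive = only one of those two criteria met; inactive = neither criterion met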
Target sequence (Q15084 whole entry, looked up): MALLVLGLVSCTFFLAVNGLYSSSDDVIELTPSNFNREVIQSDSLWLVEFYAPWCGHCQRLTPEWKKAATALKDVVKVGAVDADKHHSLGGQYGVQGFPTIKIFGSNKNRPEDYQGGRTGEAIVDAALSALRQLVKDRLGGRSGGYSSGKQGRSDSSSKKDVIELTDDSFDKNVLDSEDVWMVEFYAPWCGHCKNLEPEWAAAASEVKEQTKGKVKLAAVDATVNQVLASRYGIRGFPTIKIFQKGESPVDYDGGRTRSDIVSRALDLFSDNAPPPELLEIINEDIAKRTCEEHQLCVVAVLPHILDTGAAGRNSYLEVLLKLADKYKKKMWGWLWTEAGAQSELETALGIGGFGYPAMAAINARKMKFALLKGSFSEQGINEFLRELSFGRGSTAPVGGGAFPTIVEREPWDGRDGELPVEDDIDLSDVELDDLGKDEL
ARNT TACC3 PPI: disruptors of ARNT/TACC3 protein interaction, primary screen, biochemical, AlphaScreen, single concentration; Transforming acidic coiled-coil-containing protein 3 (Homo sapiens), Q9Y6A5; AlphaScreen His-ARNT PAS-B/GST-TACC3 binding, luminescence; TACC3 fragment carries E629A point mutation; inhibition, % at 9.99 µM; hit rate 0.66% among 390,000; AID 623870, 2012;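 active = mean inhibition of replicates at least 50% and at least half of replicates each reaching 50%; inconclusive = half or more replicates reach 50% but mean below 50%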;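 note: 0% = complete ARNT plus TACC3 wells and 100% = ARNT alone without TACC3; many hits fall short of the cut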
F508del corr: F508del CFTR correction, initial screen, CFBE line, single point | CFBE cells, YFP halide quenching; stimulated with forskolin plus potentiator P3; % fluorescence drop versus neutral controls | activity (quench increase), % at 7.58 µM | hit rate 0.36% among 350,000;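 active = mean added fluorescence quench of at least 8% versus neutral control, with both replicates also reaching 8%; inconclusive = only one of the mean or replicate conditions met; inactive = mean below 8% and not both replicates reaching 8%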;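 note: cells transiently co-express mutant CFTR-F508del with the halide-sensitive YFP; corrector assay measuring rescue of mutant channel to the surface after 24 h compound exposure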
EWS-Fli block: EWS/Fli-driven NR0B1 reporter inhibitors, primary screen, A673 cells, NR0B1 luciferase, luminescence, MLPCN library; viability-normalised; inhibition, % at 12.6 µM; hit rate 0.67% among 350,000;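 active = mean inhibition of at least 50% after viability correction, with every replicate also passing that limit; inconclusive = mean reaches 50% but only one of two replicates passes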;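 note: firefly luciferase signal divided by Alamar Blue viability fluorescence both relative to DMSO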
DENV2 CPE: inhibitors of DENV2 cytopathic effect, primary screen, cell-based, plate reader, single concentration | DENV2-infected cells, cytopathic effect rescue | AID 651640, 2012 | hit rate 1.7% among 350,000 | CPE inhibition, % at 9.99 µM; in the data active = CPE inhibition above about 20%, passing the limit was not always enough; inconclusive = no clear call, values can overlap the other calls; tested in BHK-21 cells;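 note: 0% = median of neutral control wells and 100% = median of positive control wells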
PAX8 inh HTS: inhibitors of PAX8-driven TPO luciferase reporter, primary screen, RMG-I cells, single concentration | SteadyGlo, 24 h | hit rate 1.2% among 360,000 | inhibition, % at 12.6 µM;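 active = mean replicate inhibition at least 60% with every replicate also reaching 60%; inconclusive = only one of the two criteria is met; inactive = mean below 60% and not all replicates reaching 60%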;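 note: luciferase light reporting Pax8 driven TPO promoter activity; plate controls were median of neutral control wells for no effect and mitoxantrone controls for full effect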
INS-1E GSIS act: GLuc luminescence reporter in INS-1E cells, primary screen for activators of glucose-dependent secretion of insulin. INS-1E GLuc reporter insulin secretion, 2-3 h. hit rate 0.61% among 370,000. activation, % at 16.6 µM;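 active = lowest replicate activation of at least 40%, so every replicate reaches that level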;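 note: 0% = median of neutral control wells and 100% = median of IBMX positive control wells; some compounds called inactive have numbers as strong as hits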
* = called active by the depositor. Rows are unselected. About 4.2% of those tested had a hit in this group.

How did O=C(c1ccc(F)cc1)N1C[C@@H]2N[C@H](C1)C2c1ccc(-c2cncnc2)cc1 (stereo partly drawn) do in these assays?
Xi reactivation: 0.1; ERp5 block: -4; F508del corr: 0.7; EWS-Fli block: -5; DENV2 CPE: -4; PAX8 inh HTS: 4; INS-1E GSIS act: -2

How did CCc1cccc(NC(=O)CN(c2ccc(C)cc2)S(=O)(=O)c2c(C)noc2C)c1 do in these assays?
Xi reactivation: 0.0; ERp5 block: 0; F508del corr: -2.2; EWS-Fli block: 17; DENV2 CPE: 7; PAX8 inh HTS: 6; INS-1E GSIS act: -15

What do the screens show for `Cc1cccc(OCCC(=O)OCC(=O)Nc2c(C)nn(-c3ccccc3)c2C)c1`?
Xi reactivation: 0.0; ERp5 block: 0; ARNT TACC3 PPI: -6; F508del corr: -0.5; EWS-Fli block: -4; DENV2 CPE: -6; INS-1E GSIS act: -10

Results for CC(C)n1c(=O)n(CC(=O)NCC2CCCO2)c(=O)c2c3c(sc21)COC(C)(C)C3 (stereo not drawn) ?
Xi reactivation: 0.1; ERp5 block: 1; ARNT TACC3 PPI: -1; F508del corr: -0.2; DENV2 CPE: -2; PAX8 inh HTS: -4; INS-1E GSIS act: 28

What do the screens show for `C[C@H](CO)N1C[C@H](C)[C@@H](CN(C)Cc2ccncc2)OCCCC[C@H](C)Oc2ccc(NC(=O)Nc3cccc4ccccc34)cc2C1=O`?
Xi reactivation: 0.0; ERp5 block: 0; ARNT TACC3 PPI: 7; F508del corr: -1.3; EWS-Fli block: 4; DENV2 CPE: -1; INS-1E GSIS act: 2

Results for C#CCNC(=O)C[C@H]1C[C@@]2(C(=O)OC)C(=C[C@H](C3CCCC3)O[C@@H]2C)N(Cc2ccccc2)C1=O ?
Xi reactivation: 0.2; ERp5 block: 4; F508del corr: -1.4; EWS-Fli block: -7; DENV2 CPE: 6; PAX8 inh HTS: -14

Results for C[C@@H]1CCCCO[C@@H](CN(C)C(=O)Nc2ccc(C(F)(F)F)cc2)[C@H](C)CN([C@@H](C)CO)C(=O)c2cc(NC(=O)Nc3ccc(F)cc3)ccc2O1 ?
Xi reactivation: 0.0; ERp5 block: -1; ARNT TACC3 PPI: -5; F508del corr: 7.9; EWS-Fli block: 1; DENV2 CPE: 1; PAX8 inh HTS: inconclusive; INS-1E GSIS act: 9

What do the screens show for `Brc1ccc(-c2c[n+]3c(n2-c2ccccc2)SCC3)cc1`?
Xi reactivation: 0.0; ERp5 block: -5; F508del corr: 2.3; EWS-Fli block: 2; DENV2 CPE: 14; PAX8 inh HTS: 2; INS-1E GSIS act: -30

How did CC(C)(C)c1cccc(N/C(=C\C(=O)c2ccccc2)c2ccccc2)c1 do in these assays?
Xi reactivation: 0.2; ERp5 block: -1; F508del corr: -0.2; EWS-Fli block: -23; DENV2 CPE: -9; PAX8 inh HTS: -116; INS-1E GSIS act: -4

How did COc1ccc(/C=N/NC(=O)c2ccn[nH]2)cc1CSc1ccccn1 do in these assays?
Xi reactivation: 0.0; ERp5 block: 4; ARNT TACC3 PPI: -2; F508del corr: -0.2; EWS-Fli block: -94; DENV2 CPE: 3; PAX8 inh HTS: -181; INS-1E GSIS act: 10

Results for CCCc1cc(=O)[nH]c(SCC(=O)N2c3ccccc3CC2C)n1 (stereo not drawn) ?
Xi reactivation: 0.0; ERp5 block: -2; ARNT TACC3 PPI: -9; F508del corr: -4.7; EWS-Fli block: -2; DENV2 CPE: 8; PAX8 inh HTS: 17; INS-1E GSIS act: 4

How did CCCNC(=O)N1CC2(C1)CN(Cc1ccc(F)cc1)[C@@H](CO)c1[nH]c3cc(OC)ccc3c12 do in these assays?
Xi reactivation: 0.0; ERp5 block: 4; F508del corr: 1.2; EWS-Fli block: 0; DENV2 CPE: 2; PAX8 inh HTS: -4; INS-1E GSIS act: -6

The list goes on, overlapping the part above by two compounds.
Results for CCCc1cc(=O)[nH]c(SCC(=O)N2c3ccccc3CC2C)n1 (stereo not drawn) ?
Xi reactivation: 0.0; ERp5 block: -2; ARNT TACC3 PPI: -9; F508del corr: -4.7; EWS-Fli block: -2; DENV2 CPE: 8; PAX8 inh HTS: 17; INS-1E GSIS act: 4

How did CCCNC(=O)N1CC2(C1)CN(Cc1ccc(F)cc1)[C@@H](CO)c1[nH]c3cc(OC)ccc3c12 do in these assays?
Xi reactivation: 0.0; ERp5 block: 4; F508del corr: 1.2; EWS-Fli block: 0; DENV2 CPE: 2; PAX8 inh HTS: -4; INS-1E GSIS act: -6

What do the screens show for `Fc1ccc(C2CC(c3cccs3)=NN2C(=S)Nc2ccccc2)cc1` (stereo not drawn)?
Xi reactivation: 0.1; ARNT TACC3 PPI: 1; PAX8 inh HTS: -1; INS-1E GSIS act: -17

How did CNC[C@@H]1Oc2ccc(NS(=O)(=O)c3ccc(Cl)cc3)cc2C(=O)N([C@@H](C)CO)C[C@@H]1C do in these assays?
Xi reactivation: 0.1; ERp5 block: -4; ARNT TACC3 PPI: -8; F508del corr: -1.8; EWS-Fli block: 1; DENV2 CPE: 8; PAX8 inh HTS: -11; INS-1E GSIS act: 6

How did CCOC(=O)N1CCN(CC(O)COc2ccccc2C(C)(C)C)CC1 (stereo not drawn) do in these assays?
Xi reactivation: -0.1; ERp5 block: 2; ARNT TACC3 PPI: 1; EWS-Fli block: 10; DENV2 CPE: 1; PAX8 inh HTS: 29; INS-1E GSIS act: -30

Results for Cc1ccc(/C=N\NC(=O)c2cc([N+](=O)[O-])cc([N+](=O)[O-])c2)o1 ?
Xi reactivation: -0.2; ARNT TACC3 PPI: 16; PAX8 inh HTS: 2; INS-1E GSIS act: 11

Results for Cc1cccc(C2=NN(c3ccccc3)[C@H](CO)[C@H]2c2ccc(Cl)cc2)c1 ?
Xi reactivation: 0.1; ERp5 block: 4; ARNT TACC3 PPI: -5; F508del corr: -2.2; EWS-Fli block: 5; DENV2 CPE: -3; PAX8 inh HTS: -18; INS-1E GSIS act: 0

Results for CN(C)C(=O)c1ccc(-c2cccc(-c3nc(C(=O)N(C)C)cc4c3[C@H](CCO)N([S@@](=O)C(C)(C)C)C4)c2)cc1 ?
Xi reactivation: -0.1; ERp5 block: -5; ARNT TACC3 PPI: -6; F508del corr: -0.2; EWS-Fli block: -3; DENV2 CPE: 6; PAX8 inh HTS: 2; INS-1E GSIS act: -16

What do the screens show for `O=C(COc1ccc(S(=O)(=O)N2CCCCC2)cc1)N1CCCC1`?
Xi reactivation: 0.1; ERp5 block: -2; ARNT TACC3 PPI: -3; F508del corr: 0.2; DENV2 CPE: 13; PAX8 inh HTS: 15; INS-1E GSIS act: 2

How did COc1ccc(OC)c(/C=C/C(=O)OCC(=O)N2CCCCC2)c1 do in these assays?
Xi reactivation: 0.2; ERp5 block: 3; ARNT TACC3 PPI: 4; F508del corr: -4.8; EWS-Fli block: 14; DENV2 CPE: 2; PAX8 inh HTS: 22; INS-1E GSIS act: -12

What do the screens show for `Cc1ccccc1S(=O)(=O)NC(=O)C1(C)CCN1C(=O)C1(c2ccc(Cl)cc2)CCC1` (stereo not drawn)?
Xi reactivation: 0.0; ERp5 block: 1; F508del corr: 0.5; EWS-Fli block: 3; DENV2 CPE: -12; PAX8 inh HTS: -2; INS-1E GSIS act: 28

How did CC(=O)Nc1cc2c(cc1Cl)-c1ccc(F)cc1C2O (stereo not drawn) do in these assays?
Xi reactivation: 0.3; ERp5 block: -1; ARNT TACC3 PPI: -2; F508del corr: -2.3; EWS-Fli block: 1; DENV2 CPE: -6; PAX8 inh HTS: -22

How did Cn1c2ccccc2c2cnn(CC(=O)NCCCN3CCN(c4ccccc4F)CC3)c(=O)c21 do in these assays?
Xi reactivation: 0.3; ERp5 block: 1; ARNT TACC3 PPI: 2; F508del corr: -0.9; EWS-Fli block: 6; DENV2 CPE: 5; PAX8 inh HTS: 0

How did CCOc1ccc(OCC(O)CN2CCN(S(=O)(=O)c3cccc(C(F)(F)F)c3)CC2)cc1 (stereo not drawn) do in these assays?
Xi reactivation: 0.0; ERp5 block: 0; ARNT TACC3 PPI: -10; F508del corr: 0.7; EWS-Fli block: 6; DENV2 CPE: inconclusive; PAX8 inh HTS: 5; INS-1E GSIS act: -25

Results for OC(COCc1ccccc1)CN1CCc2ccccc2C1 (stereo not drawn) ?
Xi reactivation: -0.2; ARNT TACC3 PPI: 0; PAX8 inh HTS: -2; INS-1E GSIS act: 6

How did CSc1ncccc1C(=O)NCC(c1ccco1)N1CCCCC1 (stereo not drawn) do in these assays?
Xi reactivation: 0.3; ERp5 block: -20; ARNT TACC3 PPI: -3; F508del corr: 1.5; EWS-Fli block: -5; DENV2 CPE: -1; PAX8 inh HTS: -11; INS-1E GSIS act: 25

What do the screens show for `Cn1ccc(=NC=C(C#N)C#N)c2ccccc21`?
Xi reactivation: 0.0; ERp5 block: 3; ARNT TACC3 PPI: 1; F508del corr: 1.2; EWS-Fli block: -1; DENV2 CPE: 2; PAX8 inh HTS: -10; INS-1E GSIS act: -1

Results for CCCN(C)C[C@H]1Oc2cc(-c3cccc(OC)c3)ccc2S(=O)(=O)N([C@@H](C)CO)C[C@H]1C ?
Xi reactivation: -1.3; ERp5 block: -5; ARNT TACC3 PPI: 1; F508del corr: -5.6; EWS-Fli block: 5; DENV2 CPE: 5; INS-1E GSIS act: 7

How did CC1CCCN(CC(O)COc2ccc(Cl)cc2)C1 (stereo not drawn) do in these assays?
ERp5 block: -5; ARNT TACC3 PPI: -6; F508del corr: -6.9; EWS-Fli block: 1; DENV2 CPE: 9; INS-1E GSIS act: 1

How did COc1cc(OC)c(C2=NOC(C(=O)NCc3cccs3)C2)cc1Cl (stereo not drawn) do in these assays?
Xi reactivation: 0.5; ERp5 block: 2; ARNT TACC3 PPI: 2; F508del corr: 0.7; EWS-Fli block: 42; DENV2 CPE: -3; PAX8 inh HTS: 8; INS-1E GSIS act: -18

What do the screens show for `CCOC(=O)C1=CCN(S(=O)(=O)c2ccccc2C)C1c1ccc(Br)cc1` (stereo not drawn)?
Xi reactivation: 0.1; ERp5 block: 5; F508del corr: -3.9; EWS-Fli block: 6; DENV2 CPE: 1; PAX8 inh HTS: -4; INS-1E GSIS act: 33

How did CCOC(=O)c1cnc(Cc2ccccc2)[nH]c1=O do in these assays?
Xi reactivation: 0.4; ERp5 block: -2; ARNT TACC3 PPI: -14; F508del corr: 1.2; EWS-Fli block: -2; DENV2 CPE: -1; PAX8 inh HTS: -21; INS-1E GSIS act: 2

How did COC(=O)/C(C#N)=C/c1cc(C)sc1C do in these assays?
Xi reactivation: 0.3; ERp5 block: 2; ARNT TACC3 PPI: 5; F508del corr: 1.4; EWS-Fli block: -5; DENV2 CPE: 2; PAX8 inh HTS: -4; INS-1E GSIS act: 6

How did Cc1ccc(S(=O)(=O)NNC(=O)C2COc3ccccc3O2)cc1 (stereo not drawn) do in these assays?
Xi reactivation: -0.1; ARNT TACC3 PPI: -6; PAX8 inh HTS: 13; INS-1E GSIS act: 3

Results for CCOC(=O)[C@H]1[C@H]2COc3ccc(C)cc3[C@@H]2N2C(=O)CN(Cc3ccccc3)C(=O)[C@@]12C ?
Xi reactivation: 0.0; ERp5 block: 0; ARNT TACC3 PPI: -5; F508del corr: 0.3; EWS-Fli block: -4; DENV2 CPE: 15; PAX8 inh HTS: -21; INS-1E GSIS act: -8

Bioassay records (PubChem BioAssay)
